# Screening results: PubChem BioAssay, several laboratories
# NR2E3 ag-1 = activates human NR2E3 receptor | AID 602229 | CHO-S Gal4-NCOR/VP16-NR2E3 two-hybrid, luciferase | 360,000 compounds, 0.35% hits | inhibition of corepressor binding, % at 3.98 µM;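 active = inhibition above the mean of all tested compounds plus 3 SD, cut at about 70% in these data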;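 also: 0% = DMSO with NR2E3 transfected cells and 100% = cells lacking NR2E3 construct; higher means lower luciferase signal from less NR2E3 corepressor binding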
# Target sequence (Q9Y5X4 whole entry, looked up, the tested form may be a part): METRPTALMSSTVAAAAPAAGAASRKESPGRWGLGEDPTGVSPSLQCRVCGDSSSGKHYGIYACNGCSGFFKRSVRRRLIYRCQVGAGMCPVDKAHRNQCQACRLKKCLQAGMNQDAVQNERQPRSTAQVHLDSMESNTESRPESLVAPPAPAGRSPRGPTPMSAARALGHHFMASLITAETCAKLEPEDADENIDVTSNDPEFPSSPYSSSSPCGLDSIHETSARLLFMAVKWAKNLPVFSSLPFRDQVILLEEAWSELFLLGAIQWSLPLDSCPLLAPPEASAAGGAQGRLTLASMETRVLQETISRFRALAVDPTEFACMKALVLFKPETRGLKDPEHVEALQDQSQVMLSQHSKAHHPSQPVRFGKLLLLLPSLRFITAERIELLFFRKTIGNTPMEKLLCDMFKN
# NR2E3 ag-2 = agonists of human nuclear receptor NR2E3; AID 2300; inhibition of corepressor binding, % at 4.78 µM; Q9Y5X4; 320,000 compounds, 0.12% hits; GST-NR2E3/biotin-RetCOR TR-FRET, 1536-well;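 active = percent inhibition above the cutoff of mean plus 3 SD of all tested compounds, set per screening campaign, cut at about 20% in these data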;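 also: 0% = DMSO wells and 100% = biotin wells as full block of FRET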
#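 Material: NR2E3–RetCOR corepressor complex | Quantity: 1.35 nM GST-tagged NR2E3 final | Schedule: 5 h at 4 °C | Replication: Singlicate compound wells | Reagent: RetCOR corepressor, biotinylated, 7 nM | Controls: Biotin wells as high control, 0.6% DMSO wells as low control | Signal: TR-FRET, Eu(K)-anti-GST donor, streptavidin-D2 acceptor, ex 340, em 617/671 nm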
# Peg3 prom inh = inhibitors of Peg3 promoter; HeLa PEG-Prom luciferase reporter, luminescence, overnight; inhibition, % at 20 µM; 360,000 compounds, 1.7% hits; AID 588405;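 active = inhibition of at least 50% at 20 µM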
# HIF-2a inh = inhibitors of HIF-2a; 786-0 RCC cells HIF-2a reporter, luciferase luminescence, overnight; inhibition, % at 18.8 µM; 360,000 compounds, 0.72% hits; AID 624352;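 active = inhibition of the luminescence signal of 40% or more relative to plate controls, in a single-dose primary screen at 18.75 µM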
# aDG glyco up = alpha-DG glycosylation activation; AID 624168; 360,000 compounds, 0.22% hits; Pro5-aDG cells, alpha-DG glycosylation AlphaScreen (IIH6); 0% Pro5, 100% B10-LARGE cell signal; activation, % at 10 µM;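 active = activation of at least 8% versus controls, or a plate z-score of at least 8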;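 also: Pro5 are CHO cells carrying HIG-tagged alpha-DG that lacks glycosylation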
# Shn3 inh set2 = reduces Shn3 3'UTR luciferase signal in osteoblasts | Clone20 osteoblast Shn3 3'UTR firefly luciferase, 24 h | inhibition, % at 12.5 µM | 360,000 compounds, 0.52% hits;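 active = mean inhibition of at least 75% with every replicate also reaching 75%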;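 also: 0% = median of neutral control wells and 100% = pilot-screen positive control compound; some compounds past the cut are filed as inactive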
# TWEAK-Fn14 inh = inhibitors of TWEAK-Fn14 interaction signaling; TWEAK-stimulated Fn14 reporter cells, luciferase luminescence, 8 h; inhibition, % at 10 µM; 360,000 compounds, 2% hits; in the data active = inhibition above about 50%
# TRPM1 prom inh = inhibitors of MITF-driven TRPM1 promoter in melanoma cells; SK-MEL-5 TRPM1 promoter luciferase, 24 h; 330,000 compounds, 0.83% hits; inhibition, % at 12.5 µM;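 active = mean inhibition across replicates of 60% or more, whatever share of single replicates reaches that level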; also: values of inactives mirror those of a sister screen read the other way
# KKLEB cytotox = CF airway cell cytotoxicity counter-screen. KKLEB CF airway cells viability, ATPlite luminescence, overnight; active compounds read low; cells stimulated with P. aeruginosa culture filtrate. activity change (cytotoxicity), % at 5 µM. 360,000 compounds, 0.36% hits;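 active = corrected activity change at or below -50% at 5 µM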
# CF NFkB block = inhibitors of cystic fibrosis induced NF-kB; KKLEB NF-kB-GFP reporter, PAF-induced, GFP fluorescence overnight; inhibition, % at 5 µM; AID 588850; 360,000 compounds, 0.86% hits;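 active = at least 50% inhibition at 5 µM, scaled per plate between neutral and stimulator controls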;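 also: PAF is a Pseudomonas aeruginosa culture filtrate used as stimulus; plate controls were PAF-stimulated DMSO wells for no effect and unstimulated DMSO wells for full effect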
# hiPSC survival = hiPSC single-cell survival enhancement; ATPlite luminescence; 100% = ROCK inhibitor wells, 0% = DMSO; 360,000 compounds, 0.044% hits; survival enhancement, % at 20 µM; AID 602274; in the data active = survival enhancement above about 18%;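 also: cells exposed to compounds for 16 hours before the ATP read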
# An asterisk follows results filed as active; / = not tested or not shown.
Molecule	NR2E3 ag-1	NR2E3 ag-2	Peg3 prom inh	HIF-2a inh	aDG glyco up	Shn3 inh set2	TWEAK-Fn14 inh	TRPM1 prom inh	KKLEB cytotox	CF NFkB block	hiPSC survival
Cn1ccc2c(-c3cccc4ccccc34)cc3c(c21)C1CCC3C1 (centres undefined)	19	/	9	-28	-0.4	-12	82*	/	-8	16	2.9
CN(C)NC(=S)NC(=O)C12CC3CC(CC(C3)C1)C2	-26	7	1	13	0.0	20	-2	0	12	-7	-0.3
CCc1ccccc1NC(=O)CN1CCN(C(=O)CNC(=O)c2ccccc2F)CC1	2	4	4	3	0.2	-1	0	5	-1	-20	-0.4
O=C(O)c1ccc(Cl)c(S(=O)(=O)Nc2ccccc2Cc2ccccc2)c1	1	1	14	-2	0.0	-9	-1	5	7	-5	-0.4
CCOc1ccc(C2c3[nH]c4ccccc4c3CCN2Cc2cccn2-c2ncccn2)cc1 (centres undefined)	-84	0	-56	-104	-0.1	-6	23	14	-10	11	0.0
COc1ccc(CCNC(=O)c2cc3c(cc2Cl)N2CCCCCC2=NS3(=O)=O)cc1	1	-2	3	3	-0.1	-11	3	1	6	-9	-0.3
COc1ccc2[nH]c(=O)c(CN(Cc3cccs3)C(=S)Nc3cccc(C)c3)cc2c1	13	0	36	22	0.7	81	47	13	25	-10	0.1
CC1CCCCN1CCCNC(=O)c1ccc2nc(N3CCCCC3)sc2c1 (centres undefined)	-103	3	-191	-135	0.4	-44	3	/	4	-5	5.3
CCn1cc(CN2CCN(C)C(CCO)C2)c2ccccc21 (centres undefined)	-17	4	9	8	0.0	2	-13	9	-19	4	-0.2
CCOC(=O)C1=C(C)NC(=O)NC1c1cc(C)sc1C (centres undefined)	-32	2	23	24	-0.1	-10	2	-9	10	23	1.0
CC(C)N(C(=S)Nc1cccc(C(F)(F)F)c1)C(C)c1ccccn1 (centres undefined)	-16	-4	7	12	-0.3	17	-8	7	9	-10	2.2
CCc1ccc(NC(=O)C(C)OC(=O)/C=C/c2ccc(O)c(OC)c2)cc1 (centres undefined)	-13	/	-30	-4	0.0	-4	26	9	-12	1	-1.7
Cc1nc(-c2cccc(NC(=O)c3cccc(S(=O)(=O)N4CCCC4)c3)c2)cs1	0	8	18	-48	0.3	13	5	-5	0	-28	-0.1
CCN1C(=O)[C@@H]2[C@@H](c3ccc(-c4ccc(Cl)c(Cl)c4)cc3)N3CCC[C@@]3(C(=O)OC)[C@@H]2C1=O	-21	/	27	12	0.2	31	-17	20	-7	23	-1.6
O=C(Nc1nnc(S(=O)(=O)N2CCCC2)s1)c1ccccc1Br	-15	5	-1	-5	-0.1	-4	-7	-15	3	-38	-2.1
O=C(CN1CCCC1)Nc1ccc(OC(F)(F)F)cc1	-7	-2	-18	-14	0.3	-3	-27	-10	-6	-4	2.1
Cc1nc(NC(=O)c2ccccc2)sc1-c1csc(NCc2ccco2)n1	-21	1	-22	-35	0.4	2	47	10	16	7	0.4
Nc1ccc(Cc2ccc(N)c(O)c2)cc1O	-53	/	0	15	0.3	14	-45	-10	-8	-2	-2.9
COc1ccc([N+](=O)[O-])cc1N(CC(=O)NC1CCCC1)S(C)(=O)=O	-16	1	8	2	0.3	14	-21	-1	2	-15	-0.8
O=c1ccnc(SCn2nnc3ccccc3c2=O)[nH]1	-27	3	11	19	0.5	-3	10	9	5	-2	-0.1

# Laid out differently: results already given
Cn1ccc2c(-c3cccc4ccccc34)cc3c(c21)C1CCC3C1 (centres undefined)
  NR2E3 ag-1: 19; NR2E3 ag-2: /; Peg3 prom inh: 9; HIF-2a inh: -28; aDG glyco up: -0.4; Shn3 inh set2: -12; TWEAK-Fn14 inh: 82*; TRPM1 prom inh: /; KKLEB cytotox: -8; CF NFkB block: 16; hiPSC survival: 2.9

CN(C)NC(=S)NC(=O)C12CC3CC(CC(C3)C1)C2
  NR2E3 ag-1: -26; NR2E3 ag-2: 7; Peg3 prom inh: 1; HIF-2a inh: 13; aDG glyco up: 0.0; Shn3 inh set2: 20; TWEAK-Fn14 inh: -2; TRPM1 prom inh: 0; KKLEB cytotox: 12; CF NFkB block: -7; hiPSC survival: -0.3

CCc1ccccc1NC(=O)CN1CCN(C(=O)CNC(=O)c2ccccc2F)CC1
  NR2E3 ag-1: 2; NR2E3 ag-2: 4; Peg3 prom inh: 4; HIF-2a inh: 3; aDG glyco up: 0.2; Shn3 inh set2: -1; TWEAK-Fn14 inh: 0; TRPM1 prom inh: 5; KKLEB cytotox: -1; CF NFkB block: -20; hiPSC survival: -0.4

# (next part)
Molecule	NR2E3 ag-1	NR2E3 ag-2	Peg3 prom inh	HIF-2a inh	aDG glyco up	Shn3 inh set2	TWEAK-Fn14 inh	TRPM1 prom inh	KKLEB cytotox	CF NFkB block	hiPSC survival
COc1ccc(CC(=O)Oc2ccccc2Cl)cc1S(=O)(=O)N1CCOCC1	14	7	3	-4	-0.1	1	10	5	1	6	-0.1
COc1ccccc1-c1cnc(C(O)c2ccc(F)c(F)c2)[nH]1 (centres undefined)	-13	/	-3	8	-0.1	-6	0	/	-2	1	-0.2
C/C(=N\OC(=O)Nc1ccc(Cl)cc1)c1ccc(F)c(F)c1	-33	2	-58	-121	-0.1	-2	-29	-25	4	15	-0.3
O=c1[nH]c(SCc2ccc(F)cc2)nc2c1cnn2-c1ccc(F)cc1	0	3	11	2	0.0	-5	6	-2	-15	38	0.8
O=C(Nc1ccn(CCCN(CCCn2ccc(NC(=O)OCc3ccccc3)nc2=O)CCc2cc3ccccc3[nH]2)c(=O)n1)OCc1ccccc1	-22	/	-15	6	-0.4	-4	24	-7	-3	-29	0.1
O=C(NCc1ccco1)C1CCCN1C(=O)Nc1ccccc1Cl (centres undefined)	5	-2	18	18	-0.1	17	4	3	-18	30	-2.9
CCOC(=O)C1CCN(Cc2nc3ccccc3c(=O)n2-c2ccc(F)cc2)CC1	-10	0	12	5	0.3	-2	-31	-1	-6	-8	-0.5
O=C(O)/C=C/C(=O)Nc1cccnc1	10	-1	12	9	-0.2	2	7	10	0	4	-1.2
Cc1cc(C)n(CC(=O)n2nc(C)cc2C)n1	-24	2	27	12	-0.3	-1	-3	1	1	3	1.3
O=C(NCC(c1ccco1)N1CCc2ccccc2C1)C(=O)Nc1ccc(F)cc1F (centres undefined)	22	1	19	3	0.5	32	7	3	22	5	0.0
NC(=O)CN1C(=O)/C(=c2\sc3nc(=O)c(Cc4ccccc4)nn3c2=O)c2ccccc21	-22	3	4	14	-0.1	-5	22	/	-2	15	-0.8
Cc1cc(C)c2c(N)c(C(=O)NN)sc2n1	-14	-5	-10	-29	0.1	1	-14	-16	2	9	-0.5
CN(C)c1nc(Nc2ccccc2)nc(Oc2ccc(=O)[nH]n2)n1	-20	1	3	26	-0.1	-3	10	-1	-3	4	2.3
CCOc1ccc(/C=C/C(=O)N2CCOCC2)cc1OC	16	2	-5	-9	0.1	-5	-1	-1	0	-11	-0.4
O=C(Cc1ccccc1)Nc1c2c(nn1-c1cccc(Cl)c1)CS(=O)(=O)C2	0	-2	7	14	0.0	-28	-8	5	-1	8	-2.4
CC(=O)Nc1ccc(S(=O)(=O)NC(C)C(=O)NC(C)c2ccccc2)cc1 (centres undefined)	-11	-5	10	13	-0.1	-4	2	7	1	1	0.0
O=C(NCc1cccnc1)Nc1cccc(NC(=O)NCc2cccnc2)c1F	4	3	-2	4	0.0	-2	-12	-2	6	-7	-0.3
O=C(COC(=O)c1ccccc1)NCCC1=CCCCC1	-24	-4	-9	7	-0.5	0	5	-6	4	-21	-0.6
Cn1c(=O)c2c(nc(SCc3ccccc3F)n2C)n(C)c1=O	11	3	11	4	0.0	7	13	4	2	2	-0.1
COc1cc(NC(=O)CNc2cccc(S(=O)(=O)N3CCCC3)c2)cc(OC)c1	-9	-2	18	7	0.2	17	0	0	3	2	0.9

# An excerpt from above, limited to TWEAK-Fn14 inh and CF NFkB block:
molecule	TWEAK-Fn14 inh	CF NFkB block
O=C(NCc1cccnc1)Nc1cccc(NC(=O)NCc2cccnc2)c1F	-12	-7
O=C(COC(=O)c1ccccc1)NCCC1=CCCCC1	5	-21
Cn1c(=O)c2c(nc(SCc3ccccc3F)n2C)n(C)c1=O	13	2
COc1cc(NC(=O)CNc2cccc(S(=O)(=O)N3CCCC3)c2)cc(OC)c1	0	2

# Additional compounds follow:
Molecule	NR2E3 ag-1	NR2E3 ag-2	Peg3 prom inh	HIF-2a inh	aDG glyco up	Shn3 inh set2	TWEAK-Fn14 inh	TRPM1 prom inh	KKLEB cytotox	CF NFkB block	hiPSC survival
O=S(=O)(c1cccc(-c2nnc(-c3ccc(Br)cc3)o2)c1)N1CCCCCC1	-12	-1	-30	-42	0.3	5	-24	-2	-13	24	-0.6
O=C1CN(C(=O)COC(=O)Cc2ccsc2)c2ccccc2N1	6	-3	12	14	0.1	1	-6	-1	-3	1	-3.4
O=C(NCc1cccnc1)c1cc(C2CCCCN2C(=O)OCc2ccccc2)on1 (centres undefined)	-35	/	-2	20	-0.1	-106	14	/	3	5	0.5
Cc1ccsc1-c1nc(CSCC(=O)NCc2ccc3c(c2)OCO3)c(C)o1	-2	2	-5	-10	0.1	14	-10	/	3	0	6.3
Cc1ccc(S(=O)(=O)N(CC(=O)O)c2ccc(Cl)c(C(F)(F)F)c2)cc1	-21	2	-5	17	-0.1	5	-13	-5	-14	22	1.3
CS(=O)(=O)c1ccc2nc(NC(=O)C3COc4ccccc4O3)sc2c1 (centres undefined)	-46	2	-90	-128	-0.1	-31	18	-33	4	11	1.0
O=C1CSC(c2ccccc2)N1c1cccnc1 (centres undefined)	-19	2	9	17	0.1	-36	13	17	2	1	-0.8
O=C(NCCNC(=O)C1CC2CCC1C2)C1CC2CCC1C2 (centres undefined)	-11	0	9	6	1.2	-32	-11	1	-11	14	-0.7
O=C(O)C1CC=CCC1C(=O)Nc1ccccc1C(=O)N1CCN(c2ccc(F)cc2)CC1 (centres undefined)	-21	-5	-9	5	-0.2	-21	4	6	-2	11	-0.7
COc1cc2ccccc2cc1C(=O)Nc1ccc(N2CCN(C)CC2)cc1	-76	0	-293	-185	0.1	-43	-2	-81	-5	-6	-3.7
COC(=O)C1=C(C)NC(=O)CC1c1ccccc1 (centres undefined)	-14	-1	7	19	-0.3	6	18	8	2	-8	0.4
CN(C)C(=O)Cn1c(SCC(=O)N2CCCc3ccccc32)nc2ccccc21	9	4	7	10	0.0	-34	0	5	5	-18	1.0
O=C1NC[C@@H](Cc2cccc3ccccc23)N(CCc2cccc(F)c2)C1=O	5	/	/	1	0.0	/	2	/	/	/	-0.7
